Assay outcomes (PubChem)
DDE Tn7 FP inh: disrupts Tn7 cyclic peptide binding to fibrin D-Dimer-E complex; FP displacement of FITC-Tn7 peptide from fibrin DD(E); 0% = median of compound wells per plate; P02675; inhibition, % at 8.3 µM; AID 720508; hit rate 0.13% among 370,000;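 active = inhibition above the mean of compounds falling within the control limits plus 3 SD of them, cut at about 14% in these data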;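 note: 0% = plate median of compound wells and 100% = 10 µM Aha-Tn7 peptide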
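Assay system: Fibrin-DD(E) protein isolated from polymerized human fibrin clots; read-out basis: percent inhibition; medium: Tris/NaCl/CaCl2 buffer, pH 7.8; signal: FP measurement; incubation: 10 min plus 3 h, room temperature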
ASAP1 GAP inh: ASAP1 ArfGAP inhibition. Q9ULH1. ASAP1-stimulated ARF1 GTP hydrolysis, GDP FP detection. inhibition, % at 16.5 µM. hit rate 0.19% among 360,000. AID 624377; in the data active = inhibition above about 25%;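 note: 0% = vehicle with enzyme and substrate and 100% = no enzyme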
ADAM17 inh: ADAM17 inhibition, QFRET primary screen | P78536 | hit rate 0.83% among 370,000 | inhibition, % at 6.95 µM | recombinant ADAM17, EDANS/DABCYL FRET peptide cleavage | AID 720648;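 active = inhibition above the mean of compounds lying between control limits plus 3 SD, set per campaign, cut at about 8.5% in these data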;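 note: 0% = DMSO-only wells as the low control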
PLC-beta3 inh: blocks human PLC-beta3 enzyme activity | Q01970 | Purified PLC-beta3, fluorogenic substrate, fluorescence | inhibition, % at 12.2 µM | hit rate 0.18% among 370,000 | AID 720704; in the data active = inhibition above about 11%;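 note: 0% = median of compound wells on plate and 100% = full blocker control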
Tn6 DDE FP: inhibitors of Tn6 peptide binding to human fibrin DD(E). P02675. hit rate 0.21% among 370,000. Fibrin DD(E) TRITC-Tn6 fluorescence polarization displacement. AID 720509. inhibition, % at 8.3 µM;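 active = inhibition above a per-campaign cutoff: mean of compounds within control limits plus 3 SD, cut at about 15% in these data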;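 note: 0% = median of all compound wells on the plate and 100% = blocking peptide control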
MBD2 DNA inh: inhibitors of human MBD2 binding to methylated oligonucleotide | Q9UBB5 | TR-FRET | inhibition, % at 4.4 µM | hit rate 0.31% among 370,000 | AID 686964; in the data active = inhibition above about 13%
KLK7 zymogen act: activates the human kallikrein-7 zymogen. P49862. purified proKLK7, EDANS-DABCYL substrate fluorescence; 100% is mature enzyme control, 0% vehicle. activation, % at 7 µM. hit rate 0.9% among 370,000;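 active = activation above the mean of all tested compounds plus 3 SD, computed per campaign excluding outliers beyond control limits, cut at about 13% in these data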
UHRF1 MBD2 ctr: blocks human UHRF1 binding to methylated DNA. Q96T88. UHRF1 binding to methylated oligo, TR-FRET. inhibition, % at 4.4 µM. hit rate 0.75% among 370,000; in the data active = inhibition above about 21%;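 note: UHRF1 SRA domain binding a hemimethylated CpG hairpin DNA probe; 0% = median of test compound wells and 100% = reference inhibitor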
PLC-gamma1 inh: PLC-gamma1 (human) inhibition, primary screen. purified PLC-gamma1, fluorogenic substrate, fluorescence. inhibition, % at 12.2 µM. hit rate 0.84% among 370,000. AID 720700; in the data active = inhibition above about 9.5%
ARFGAP1 inh: inhibits rat ARF GTPase activating protein 1 | hit rate 0.26% among 360,000 | Arfgap1-stimulated ARF1 GTP hydrolysis, GDP FP detection | inhibition, % at 16.5 µM | Q62848 | AID 651572;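 active = inhibition above a per-plate limit, mean inhibition of low control wells plus 3 SD, cut at about 25% in these data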;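 note: 0% = DMSO wells with enzyme and 100% = wells lacking Arfgap1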
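Assay system: purified rat His6-Arfgap1 residues 1-136 (GAP domain); Reagent: human Δ17 ARF1 bound to GTP; Dosing: 16.5 µM single point, 1.26% DMSO; Times: GTP hydrolysis reaction 2 h at 25 °C; Signal: FP, GDP Alexa 633 tracer displaced from anti-GDP antibody, 620/688 nm; Measure: % inhibition from polarization.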
* hit, by the source's call.

The first two entries as a preview:
nr | SMILES | PLC-gamma1 inh | KLK7 zymogen act | DDE Tn7 FP inh | Tn6 DDE FP | UHRF1 MBD2 ctr | ARFGAP1 inh | ADAM17 inh | MBD2 DNA inh | ASAP1 GAP inh | PLC-beta3 inh
1 | O=C(NCCc1ccccc1)C1c2ccccc2C(=O)N1Cc1cccs1 (stereo not given) | 3 | 0.2 | 3 | 0 | -1 | 4 | -5 | -4 | -10 | -3
2 | Cc1ccc(C(C)n2cc(C(=O)NCc3ccncc3)nn2)cc1 (stereo not given) | 5 | -0.2 | -2 | 5 | 5 | 1 | 0 | 1 | 0 | 4

The listing, previewed entries included:
nr | SMILES | PLC-gamma1 inh | KLK7 zymogen act | DDE Tn7 FP inh | Tn6 DDE FP | UHRF1 MBD2 ctr | ARFGAP1 inh | ADAM17 inh | MBD2 DNA inh | ASAP1 GAP inh | PLC-beta3 inh
1 | O=C(NCCc1ccccc1)C1c2ccccc2C(=O)N1Cc1cccs1 (stereo not given) | 3 | 0.2 | 3 | 0 | -1 | 4 | -5 | -4 | -10 | -3
2 | Cc1ccc(C(C)n2cc(C(=O)NCc3ccncc3)nn2)cc1 (stereo not given) | 5 | -0.2 | -2 | 5 | 5 | 1 | 0 | 1 | 0 | 4
3 | CCN(CC)C(=O)N1CCN(c2c([N+](=O)[O-])c(=O)oc3ccccc23)CC1 | 0 | 0.4 | -2 | 0 | 2 | -2 | -1 | -2 | 8 | 0
4 | CN1CCN(S(=O)(=O)c2ccc3c(c2)CC(=O)N3C)CC1 | -1 | -0.2 | 6 | -8 | -3 | 9 | -2 | -4 | 4 | -11
5 | COc1ccc(-c2nc(CSCC(=O)N3CCN(C(=O)c4ccco4)CC3)c(C)o2)cc1OC | 0 | 0.1 | 4 | 0 | 1 | 9 | -3 | 1 | 3 | 2
6 | Nc1ccc(C(=O)Nc2ccc(Nc3ccncc3)cc2)c([N+](=O)[O-])c1 | 2 | -0.3 | 0 | -6 | -1 | -6 | -8 | 0 | 0 | 0
7 | Cc1ccc(NC2=NC(c3ccc(O)cc3)n3c(nc(C)cc3=O)N2)cc1 (stereo not given) | -8 | 0.1 | -12 | -5 | -2 | 5 | -2 | 2 | -5 | -19
8 | COc1ccc(CCNC(=O)c2ccc(CSc3ccc(Cl)cc3)o2)cc1OC | -1 | 1.3 | 1 | 3 | 1 | 7 | 2 | 4 | -1 | -4
9 | N#Cc1cccc(NCC(=O)Nc2cccc(S(=O)(=O)N3CCCCC3)c2)c1 | -1 | -0.6 | -5 | 1 | -1 | 4 | -1 | 5 | 4 | 1
10 | O=C(O)CN1C(=O)COc2ccc(S(=O)(=O)N3CCCCCC3)cc21 | 2 | -0.1 | 6 | -4 | 7 | 4 | 0 | 4 | 6 | -7
11 | O=S(=O)(Nc1cc(C(F)(F)F)ccc1N1CCOCC1)c1ccccc1 | 2 | 0.1 | 3 | -5 | -1 | 18 | -4 | 3 | 1 | -7
12 | CC1(C(=O)Nc2cccc3c2CCCC3)CCN1C(=O)Cc1ccccc1Cl (stereo not given) | 1 | 0.4 | -1 | 0 | 2 | 8 | -3 | 9 | -1 | -2
13 | Cn1cc(-c2coc3c(C(=O)NCc4cccc(Cl)c4)cccc23)cn1 | -8 | 0.4 | 2 | -17 | 3 | 10 | 0 | 2 | 6 | -7
14 | O=C(NCC(c1ccc(F)cc1)N1CCOCC1)c1c(F)cccc1F (stereo not given) | -1 | -0.2 | -4 | -2 | 2 | -3 | -5 | 4 | -2 | -9
15 | CC1=C(C(=O)OCc2ccccc2)C(c2ccccc2OC(F)F)NC(=O)N1 (stereo not given) | 8 | -0.6 | 4 | -2 | 1 | 11 | 1 | 8 | 11 | 2
16 | Cc1cc(C)nc(Oc2ccc([N+](=O)[O-])cc2)n1 | 2 | 0.6 | 2 | 1 | 3 | -12 | 3 | 0 | 6 | 4
17 | COc1ccc(S(=O)(=O)NCCSCc2cccc(C)c2)cc1Br | 1 | 0.3 | 2 | 0 | 14 | 12 | 8 | -4 | -3 | -2
18 | C=CCNC(=S)N/N=C/c1ccc(C)s1 | -1 | -1.0 | -3 | -3 | -2 | -4 | -5 | 0 | -3 | -6
19 | COc1ccccc1CNc1ccccc1F | 3 | -0.9 | 7 | -2 | -2 | 5 | -5 | -4 | -5 | -2
20 | CC(=O)N1CCc2cc(S(=O)(=O)CCC(=O)NCCc3ccc(C)cc3)ccc21 | 1 | 0.2 | 6 | -3 | 5 | -3 | -4 | 1 | 7 | -10
21 | CSc1nnc(-c2sc3cc(C(F)(F)F)cnc3c2-c2ccccc2)n1C | -19 | 0.6 | -7 | 1 | 3 | 10 | -11 | 2 | -18 | -21
22 | O=C(N/N=C/c1ccc(OCc2ccccc2)cc1)c1ccco1 | 4 | -0.2 | 2 | -1 | -1 | 8 | 1 | -1 | 6 | -4
23 | O=CN(Cc1ccco1)C1(C(=O)NC2CCCCC2)CCCCC1 | 0 | 0.2 | -4 | 7 | -1 | 2 | -1 | 1 | -3 | 1
24 | O=C(Cc1c(F)cccc1Cl)NNC(=O)c1ccco1 | 3 | 0.1 | 0 | -12 | 3 | 4 | -4 | 4 | 2 | 4
25 | S=c1[nH]nc(Cc2ccc(Cl)cc2)n1-c1ccc2c(c1)OCCO2 | 1 | -0.5 | -4 | 11 | 1 | -10 | 2 | 0 | 6 | -2
26 | CC(=NNC1=NCCN1)c1cn(C2=NCCN2)nc1C | 1 | -0.5 | -2 | 0 | 0 | -2 | -6 | -2 | 11 | -3
27 | COc1cccc(COc2ccc3c(C)cc(=O)oc3c2)c1 | -2 | 0.2 | -1 | 3 | -1 | -1 | -14 | 0 | -7 | -9
28 | CCN=C1NC(CCc2ccccc2)C(C(=O)OC)=C(C)N1Cc1ccc(C(F)(F)F)cc1 (stereo not given) | -3 | -0.2 | -7 | -1 | -1 | -7 | 0 | 2 | -7 | -3
29 | OCCC1CN(Cc2ccon2)CCN1Cc1ccccc1 (stereo not given) | -1 | -0.4 | -1 | 5 | 2 | -8 | -3 | 3 | -4 | 1
30 | CC(=O)Nc1cc(-c2ccccc2)cn2c(-c3ccc(F)c(Cl)c3)cnc12 | -28 | -1.1 | 3 | -6 | -4 | -3 | -6 | 3 | 9 | -35
31 | Cc1ccc(CSC2=Nc3sccc3C3=NC(=O)CN23)cc1 | -13 | 0.1 | 5 | -1 | -2 | -3 | -3 | 1 | -3 | -21
32 | COc1cccc(C(=O)N(Cc2nc(-c3cccc(C)c3)no2)C(C)C)c1OC | 2 | 0.6 | -10 | -9 | -3 | -4 | 0 | 0 | 7 | 0
33 | CN(C)c1cccc(C(=O)OCC(=O)NCC2CCCO2)c1 (stereo not given) | -13 | 0.4 | -7 | -8 | 3 | 5 | -6 | 3 | -5 | -24
34 | CN(C)C(=S)N=c1ssc(=S)n1Cc1ccco1 | -5 | -0.6 | 3 | 5 | -10 | 1 | -3 | 0 | -13 | -5
35 | O=C(O)Cc1ccc(O)cc1 | 1 | -0.5 | 2 | 7 | 1 | 11 | -3 | 2 | -3 | -4
36 | CCC(CC)C(=O)NCCCCc1ccccc1 | 1 | 0.2 | 1 | 1 | -1 | -2 | -2 | -5 | -15 | 0
37 | CC(NC(=O)N1CCOCC1)c1ccccc1 (stereo not given) | 0 | 0.0 | 5 | 6 | -1 | -3 | -4 | 1 | -5 | -6
38 | C[C@H](CO)N1C[C@H](C)[C@H](CN(C)C(=O)Nc2ccnc(N3CCOCC3)c2)OCc2cnnn2CCCC1=O | -1 | 0.8 | 2 | 3 | 2 | -7 | 1 | 4 | 10 | -1
39 | O=C(COc1ccccc1Cl)NC(=S)Nc1cccc(NC(=O)c2ccccc2Cl)c1 | 1 | 0.0 | 3 | 12 | 0 | 10 | -1 | -3 | 2 | -1
40 | CCN1CCN(c2cc(C)c3cc(NC(=O)Cc4ccccc4OC)ccc3n2)CC1 | -35 | 1.0 | 2 | -12 | 6 | 2 | -139 | 10 | 1 | -50
41 | CCOC(=O)C1(CCCc2ccccc2)CCN(C(=O)[C@@H]2C[C@@H](C)NC(=S)N2)CC1 | 3 | 0.7 | -2 | -6 | -2 | -5 | 0 | 3 | 8 | 6
42 | Cc1cc(C)cc(NC(=S)NCc2cccnc2)c1 | 2 | -0.3 | -9 | 4 | 2 | 8 | 3 | -2 | 5 | 4
43 | CC(C)c1ccc(C(=O)OCC(=O)c2c(N)n(C)c(=O)n(C)c2=O)cc1 | 0 | 0.7 | 6 | 6 | -3 | -15 | 0 | 1 | 2 | -2
44 | COC(=O)C1=C(C)N(Cc2ccc(C(F)(F)F)cc2)C(=NCc2ccc(C(F)(F)F)cc2)NC1c1ccccc1C(F)(F)F (stereo not given) | -2 | 0.0 | 6 | 6 | -2 | 0 | 1 | 2 | 14 | 4
45 | COc1cccc(CNC(=O)c2cc(S(=O)(=O)N3CCOCC3)cn2C)c1 | 0 | 0.0 | 8 | 6 | 0 | -9 | 0 | -5 | 7 | -1
46 | COc1cc(C2C3=C(CC(c4ccco4)CC3=O)Nc3ccccc3N2C(C)=O)cc(OC)c1OC (stereo not given) | -55 | 1.4 | -5 | 8 | -6 | 1 | -5 | -6 | 1 | -62
47 | COc1ccc(CCNC(=O)c2ccc3c(=O)n(Cc4ccco4)c(=S)[nH]c3c2)cc1OC | 2 | -0.7 | 0 | 13 | -2 | -9 | -5 | -1 | 6 | -2
48 | CC(C)NC(=O)NS(=O)(=O)c1cnccc1N1CCCCC1 | 2 | 0.5 | -4 | 1 | -2 | -3 | -4 | 0 | 0 | 3
49 | Cc1c(Cl)c([N+](=O)[O-])nn1CCCC(=O)NCCc1ccccc1 | -1 | 0.4 | 0 | 0 | 0 | 10 | -5 | -1 | 14 | 0
50 | CC1CC(NS(=O)(=O)c2cc3c4c(c2)CCN4C(=O)CC3)CC(C)(C)C1 (stereo not given) | -4 | -0.3 | -2 | 3 | 2 | -12 | -6 | 6 | 2 | -10

Continued:
nr | SMILES | PLC-gamma1 inh | KLK7 zymogen act | DDE Tn7 FP inh | Tn6 DDE FP | UHRF1 MBD2 ctr | ARFGAP1 inh | ADAM17 inh | MBD2 DNA inh | ASAP1 GAP inh | PLC-beta3 inh
51 | COc1ccc(S(=O)(=O)Nc2ccc(OCC(=O)O)cc2)c2ccccc12 | -1 | 0.2 | 2 | -3 | -2 | 7 | -8 | 3 | -4 | -10
52 | NNC(=O)C1COc2cc3ccccc3cc2O1 (stereo not given) | -1 | 0.2 | -8 | 8 | -2 | 11 | 2 | -3 | 19 | -9
53 | CCN1C[C@@H]2[C@@H]3C(=O)N(Cc4ccccc4)C(=O)[C@@H]3[C@](Cc3ccccc3)(C(=O)OC)N2C1=NCc1ccccc1 | 0 | 0.5 | 4 | 7 | 2 | 1 | -6 | 1 | -5 | -2
54 | COC(=O)c1ccccc1NC(=O)NCCc1ccccc1OC | 0 | -0.6 | 0 | -5 | 0 | -3 | -1 | -2 | 0 | -1
55 | COc1cc(C2c3cc(O)c(OC)cc3CC(C(=O)O)C2CO)ccc1O (stereo not given) | -3 | -0.8 | 2 | 2 | 4 | -5 | 2 | 1 | 0 | -4
56 | CC(=O)Nc1ccc(NC(=O)COC(=O)c2ccc(Cl)nc2)cc1 | -2 | -0.3 | -1 | -3 | 0 | -2 | -2 | 0 | 0 | -9
57 | O=S(=O)(c1cc(C(F)(F)F)ccc1Cl)N1CCN(c2ccccn2)CC1 | 2 | 0.2 | 0 | 0 | 0 | 3 | -1 | 0 | 2 | -10
